b-catenin transl: modulators of beta-catenin nuclear translocation; 0.3% of 190,000 active; nuclear translocation activity, % at 5 µM; HeLa beta-catenin nuclear translocation, immunofluorescence imaging;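 active means nuclear translocation activity above 50% at 5 µM, with a well cell count of 50 or more; inconclusive means wells under 50 cells across six images, flagged as toxic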;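 further: per-cell ratio of nuclear to cytoplasmic median beta-catenin stain intensity; plate controls were DMSO negative control for no effect and GSK-3 inhibitor IX positive control for full effect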
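System: Human HeLa cells, endogenous beta-catenin | Compound dosing: 5 µM primary, 0.02–20 µM confirmation | Timing: 24 h compound exposure at 37°C, 5% CO2 | Measured by: Fluorescence imaging of beta-catenin antibody stain plus DAPI | Read-out basis: % activation of per-cell nuclear versus cytoplasmic median beta-catenin signal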
Ins promoter up: MIN6 insulin promoter up-regulation. MIN6 insulin promoter-GFP reporter, high-content imaging; hits give high values. z-score at 5 µM. 0.3% of 190,000 active;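 active means z-score above 3 at 5 µM with at least 500 cells counted in the well; inconclusive means wells under 500 cells, flagged as cytotoxic or low count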
MT stabilizer: microtubule stabilizers in HeLa cells; HeLa tubulin immunostaining HCS, 24 h; share of cells brighter than vehicle mean+2SD; % tubulin-high responders, % at 10 µM; 0.83% of 200,000 active;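 active means plate Z-score above 3 for both tubulin-high and condensed-nucleus cell shares, with cell loss under 80%, at 10 µM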;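 further: anti alpha tubulin signal scored within the nucleus-defined area of each cell; some results filed as inactive read as strong as hits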
Yfh1-depleted yeast: enhancers of respiration in Yfh1-depleted yeast, dose response, Friedreich's ataxia, plus single-dose screen (AID 1465); S. cerevisiae Yfh1-off respiration, WST-1 reduction, 72 h; higher fold induction means a stronger effect; fold induction at 50 µM; hits with a dose series show EC50 in µM; 0.074% of 220,000 active;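 active means fold induction of absorbance versus untreated yeast above a set limit, then at least 30% activation at any dose in follow-up; inconclusive means repeats straddling the limit, or above it without dose testing; inactive means fold induction below the set limit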;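 further: activators that raise dye reduction in frataxin-depleted yeast; strong numbers were not always called active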
Autophagy HCS: alters autophagy in cells; AID 463193; MEF GFP-LC3 puncta imaging; test concentration mostly 10 µM; calls only at 10 µM (by protocol); 0.98% of 190,000 active;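 active means percentage of spot-positive cells more than 3 SD above its plate mean, without a fluorescence outlier flag or 80% toxicity; inconclusive means no clear call, values can overlap the other calls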;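 further: spot-positive cell cutoff set from DMSO-treated cells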
HIV fusion peptide: inhibitors of HIV fusion peptide binding, primary screen, biochemical, uHTS, fluorescence dequenching (AID 1986) | cell-free peptide binding, fluorescence dequenching, 30 min; higher % means a stronger effect | inhibition, % at 20 µM, or IC50 in µM where a hit was titrated | 0.3% of 290,000 active; in the data active means inhibition mostly above about 52%, no sharp cut-off; inactive means mostly below about 76%; further: some results filed as inactive read as strong as hits
WT yeast gro inh: growth inhibition of WT yeast, mitochondrial fusion screen; mitochondrial fusion phenotypic screen, WT strain; inhibition, % at 10 µM; 2.1% of 190,000 active; in the data active means inhibition above about 58%; tested in S. cerevisiae
AID2073: inhibitors of Mint1-CaV2.2 protein interaction, biochemical, HTRF (AID 2073); HTRF protein-protein interaction, Mint1-CaV2.2; higher % means a stronger effect; 0.19% of 290,000 active; inhibition, % at 20 µM; hits with a dose series show IC50 in µM; in the data active means inhibition mostly above about 51%, no sharp cut-off; inconclusive means no clear call, values can overlap the other calls; inactive means mostly below about 53%; further: some results filed as inactive read as strong as hits
Dynein cargo inh: dynein cargo transport inhibition; 3617.4 mouse cells, GR-EGFP nuclear translocation imaging; test concentration mostly 20 µM; stimulated with dexamethasone, 1 µM; hits give low values; z-score, hits read low; 0.47% of 220,000 active; AID 1381;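 active means plate z-score of nuclear minus cytoplasmic receptor signal below a set negative limit, without overly bright fluorescence or cell loss, cut at about -3.5 in these data, passing the limit was not always enough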;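 further: z-score of nuclear minus cytoplasmic ring GR-EGFP intensity difference per well; some compounds called inactive have numbers as strong as hits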
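Buffer or medium: tet-free medium with charcoal-stripped serum / Also added: dexamethasone agonist, 1.0 µM final, for 30 min / Timing: induction 48 h, compound 1 h, agonist 30 min / Measured by: high-content fluorescence imaging after fixation / Read-out: nuclear-to-cytoplasmic GR-EGFP distribution per well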
WT yeast gro inh mutant strain: also measured in WT yeast gro inh; calls as there; inhibition, %; mitochondrial fusion phenotypic screen, mutant strain inhibition
Dynein cargo inh cytoplasmic EGFP: also measured in Dynein cargo inh; calls as there; z-score; measured here: cytoplasmic GR-EGFP intensity; hits give high values
Dynein cargo inh nuclear GR-EGFP: further read-out of Dynein cargo inh, marked with its call; z-score; measured here: nuclear GR-EGFP intensity;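 lower value marks the stronger effect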
Dynein cargo inh cell count: further read-out of Dynein cargo inh, marked with its call; z-score; measured here: cell count per field
Ins promoter up cell count: second read-out of Ins promoter up, no call of its own (marks repeat the call); cell count; measured here: cytotoxicity, nuclei count;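 total cells summed across four imaged fields per well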
b-catenin transl cell count 5 µM: further read-out of b-catenin transl, marked with its call; cell count; measured here: cell count, cytotoxicity flag
MT stabilizer Hoechst-high %: second read-out of MT stabilizer, no call of its own (marks repeat the call); % Hoechst-high responders; measured here: nuclear condensation Hoechst responders;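 share of cells brighter than vehicle mean plus two SD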
MT stabilizer cytotoxicity %: further read-out of MT stabilizer, marked with its call; toxicity, %; measured here: cytotoxicity by cell density;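 0% = mean cell density of plate MIN control wells and 100% = no cells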
Autophagy HCS cell loss 18 h: further read-out of Autophagy HCS, marked with its call; toxicity, %; measured here: cell loss, nuclei count;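 cell loss after 18 h compound exposure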
Active calls of the source: *; i = inactive; ? = inconclusive; / = no result given. Random draw from the library (roughly 4.2% active in at least one column).

SMILES	WT yeast gro inh	MT stabilizer cytotoxicity %	Dynein cargo inh nuclear GR-EGFP	Ins promoter up	Dynein cargo inh	Autophagy HCS cell loss 18 h	AID2073	WT yeast gro inh mutant strain	Autophagy HCS	Ins promoter up cell count	Dynein cargo inh cell count	b-catenin transl cell count 5 µM	MT stabilizer	MT stabilizer Hoechst-high %	b-catenin transl	Dynein cargo inh cytoplasmic EGFP	Yfh1-depleted yeast	HIV fusion peptide
Cc1nn(-c2ccccc2)c(C)c1/C=C/C(=O)OCC(=O)Nc1ncc(C(F)(F)F)cc1Cl	-6.6	7.7	-0.411	0.06	-0.767	-6.2	4.1%	-0.2	i	1218	0.328	604	2.1	2.8	1.6	-0.197	i	15.3%
Cc1cc(OCCCCCN2CCCC2)ccc1Cl	16.7	3.9	0.0457	-0.1	0.1	-18.0	-8.9%	43.4	i	1667	0.00263	985	3.7	2.3	3.6	-0.25	i	1.0%
CCNc1nc(Sc2ccc(C)cc2)cc(C(F)(F)F)n1	84.7*	35.9	-0.641	/	-0.0387	-29.8	7.9%	46.5*	i	/	-0.524	/	13.7	23.6	/	-0.221	i	6.9%
COc1cc([N+](=O)[O-])ccc1N/C=C/C(=O)c1cccs1	19.1	19.0	0.152	-0.33	-0.0542	5.5	10.4%	6.1	i	1216	0.117	917	5.3	1.8	5.6	0.0056	i	-3.5%
Cc1cc(OC2CCCCC2)nc(NCc2ccccc2)n1	/	/	1.12	0.34	1.6	/	-10.7%	/	/	1109	-1.63	1309	/	/	-0.7	-0.483	i	-0.9%
O=C(Nc1ccccc1)/C(=C/c1cccc(Br)c1)NC(=O)c1ccco1	-21.9	8.4	0.702	0.4	0.552	-7.4	0.8%	-27.0	i	1428	-0.298	1039	2.4	3.8	-0.8	0.143	i	1.9%
COc1cc2c(cc1NC(=O)Cn1cnc3c1c(=O)n(C)c(=O)n3C)oc1ccccc12	-10.9	6.2	0.409	0.55	1.8	36.2	-5.7%	3.7	i	1175	-0.422	1099	2.1	1.3	1.7	-0.192	i	-1.4%
Cc1noc2ncnc(SCc3ccc(C(F)(F)F)cc3)c12	/	/	0.34	-1.04	0.9	/	1.5%	/	/	891	-0.329	1371	/	/	-2.6	-0.301	i	-1.4%
Cc1cc(C)n2cc(CSc3nncn3C)nc2n1	-0.9	7.2	0.698	-0.11	0.997	4.1	22.9%	-4.0	i	1471	-0.125	1070	1.8	1.6	-4.3	-0.309	i	-1.3%
O=C1CCN(S(=O)(=O)c2ccc(Cl)cc2)CCN1	/	/	-0.232	-0.62	-0.451	/	-1.4%	/	/	1051	0.282	1296	/	/	1.4	-0.232	i	-0.6%
c1ccc(N2CCN(c3ncnc4sc5c(c34)CCC5)CC2)cc1	2.7	6.0	0.0646	0.04	-0.316	-0.1	0.9%	4.4	i	1221	-0.647	1247	2.4	1.7	3.9	0.163	i	-1.3%
COc1cc(C(CCN2CCOCC2)c2c(OC)cc(OC)c3c(C)cc(=O)oc23)cc(OC)c1OC (stereo not drawn)	/	/	-0.103	/	-0.0941	/	3.8%	/	/	/	0.366	1166	/	/	0.5	-0.816	i	0.0%
O=C(CCSCCC(=O)Nc1c(F)c(F)c(F)c(F)c1F)Nc1c(F)c(F)c(F)c(F)c1F	-6.5	10.0	0.273	-0.62	1.4	-14.2	4.4%	-21.1	i	1597	-0.851	1101	4.4	1.7	-5.4	-0.146	i	0.6%
Cn1cnnc1SCC(=O)NCCc1ccccc1	6.0	8.6	-0.619	-0.03	-1.13	-3.7	0.5%	21.5	i	879	0.77	/	2.5	1.4	/	-0.252	i	-1.2%
CCOC(=O)C1C(=O)C(C(=O)OCC)C(c2cccnc2)NC1c1cccnc1 (stereo not drawn)	-13.2	5.9	1.61	/	4.01	3.9	10.1%	-16.5	i	/	-2	865	2.9	1.3	-4.8	-0.136	i	2.4%
COC(=O)Nc1ccc(S(=O)(=O)NC2CCS(=O)(=O)C2)cc1 (stereo not drawn)	/	/	1.57	0.42	0.983	/	-26.5%	/	/	972	-1.07	1337	/	/	0.1	0.698	i	0.4%
CCC(O)c1cc2c(cc1NC(=O)c1cccs1)OCCO2 (stereo not drawn)	0.6	21.2	0.335	-0.23	0.409	-0.7	-3.1%	8.7	i	1202	0.875	/	2.0	1.8	/	-0.272	i	1.9%
COc1ccc(S(=O)(=O)NCc2ccccn2)c(Cl)c1Cl	-2.6	58.0	0.0328	0.05	-0.556	0.7	0.0%	-0.9	i	1158	0.247	1026	3.1	0.4	-1.6	-0.219	i	1.7%
COCCNC(=O)/C(C#N)=C/c1ccc(C(=O)O)cc1	-9.4	2.4	0.887	-1.05	0.399	-4.4	18.7%	16.6	i	1303	-0.415	1108	2.5	3.1	-3.5	-0.288	i	-1.6%
CCOC(=O)c1c(C)c(C(=O)N2CCCCCC2)c(C)n1C	-4.1	3.9	-0.351	1.87	-0.808	5.9	9.0%	-26.2	i	1468	-0.0919	1311	3.9	1.5	-1.8	-0.303	i	0.5%
O=C(Nc1cccc2ccccc12)N1CCCN(c2c(Cl)cncc2Cl)CC1	/	/	-0.103	-0.79	0.0645	/	-7.7%	/	/	1540	0.237	1149	/	/	-2.7	-0.265	i	-2.5%
Cc1nn(C)c(C)c1S(=O)(=O)N(CC(=O)N1CCc2ccccc21)c1ccc(C(C)C)cc1	14.6	8.1	-0.366	-0.49	-0.633	-0.6	-2.2%	13.8	i	631	0.115	/	4.1	3.7	/	-0.205	i	13.7%
O=C(Nc1cccc(Cl)c1)Nc1sccc1-c1nc2ccccc2s1	/	/	0.309	-0.32	-0.179	/	2.8%	/	/	970	0.282	1304	/	/	-0.7	-0.0587	i	18.2%
O=C(Cn1cnc2ccccc21)N/N=C/C(Br)=C/c1ccccc1	-8.1	8.5	-0.546	-0.1	-0.559	7.2	-13.6%	3.2	i	1416	0.328	1186	2.8	3.3	-0.3	-0.289	i	3.7%
Cc1cc2ncn(C(=O)c3ccc4c(c3)OCO4)c2cc1C	3.3	13.7	0.0774	0.14	0.0359	0.5	23.5%	-4.4	i	1135	0.233	733	3.6	2.2	2.5	-0.0468	i	-2.0%
Cc1cccc2c1[nH]c1nc(N/N=C\c3ccco3)nnc12	-0.3	6.0	0.0612	0.01	-0.826	4.7	-2.2%	8.1	i	1866	0.427	1057	2.0	1.4	0.8	0.224	/	-1.4%
COC(=O)c1cc(C(=O)OCC(=O)NCc2ccc3c(c2)OCO3)cc([N+](=O)[O-])c1	-20.8	6.0	-0.351	-0.16	-0.231	-7.4	?	-23.3	i	1264	0.502	567	2.6	2.5	-2.0	-0.343	i	0.3%
CN(C)S(=O)(=O)N1CCc2ccccc2C1	-7.8	0.8	0.823	0.05	1.28	-15.3	1.7%	-18.4	i	1118	-1.16	1126	6.8	2.2	-0.9	-0.256	i	-2.0%
O=C(CN1C(=O)NC2(CCCCCC2)C1=O)Nc1ccc2c(c1)CCC2	-4.2	4.8	-0.368	-0.27	0.0156	5.8	-0.2%	-5.7	i	1288	-0.286	1122	2.4	2.6	-3.3	-0.366	i	2.4%
CCOC(=O)CSc1nc2cc(C(=O)NCC3CCCO3)ccc2c(=O)n1Cc1ccco1 (stereo not drawn)	4.1	8.7	0.183	-0.07	-0.414	8.0	-8.4%	7.9	i	1357	0.0425	1006	3.7	2.7	-5.1	-0.317	i	4.2%
Cc1nc(/C(N)=N/OC(=O)Cc2ccccc2)no1	-14.8	11.8	-0.375	-0.45	-0.467	3.2	1.2%	-33.7	i	1152	0.267	1099	2.4	2.4	-1.6	-0.101	i	0.4%
C=C(C)CSc1nnc(-c2cccc(Cl)c2)n1N	4.5	4.2	0.275	0.24	0.126	-1.8	1.4%	11.7	i	1436	0.435	911	2.9	2.1	-0.3	-0.204	i	-0.3%
Cc1ccc(C)c(N2CCN(C(=O)C3CCCN(S(=O)(=O)c4c(C)[nH]c(=O)[nH]c4=O)C3)CC2)c1 (stereo not drawn)	-4.3	10.0	-0.5	-0.5	-1.02	-15.7	4.4%	1.6	i	984	0.884	/	0.8	1.4	/	-0.147	i	-1.7%
Cc1noc(NC(=O)c2ccc(Cl)cc2)c1Cl	8.2	7.6	0.0353	-0.36	0.473	3.9	7.4%	-0.5	i	1195	-0.445	1230	3.6	1.4	-5.2	-0.337	i	1.4%
CCCc1nnc(NC(=O)CN2CCN(C)CC2)s1	-17.7	7.7	0.465	0.24	0.296	6.7	40.3%	-3.8	i	1265	-0.157	1275	1.9	1.2	-5.3	0.284	i	-1.0%
CCc1c(O)nc(SCc2ccccc2)n(C(C)CC)c1=O (stereo not drawn)	29.4	3.2	-0.351	0.26	-0.539	-11.2	-8.4%	12.6	i	1271	0.795	/	1.6	2.2	/	-0.235	i	2.6%
CCOC(=O)c1ccc(-n2c(CN3CCC(C(N)=O)CC3)nc3ccc([N+](=O)[O-])cc3c2=O)cc1	-3.6	7.0	0.174	1.01	-0.321	-4.5	74.9%	9.1	i	1228	0.822	963	2.0	2.6	2.2	-0.263	i	5.4%
Cc1c(C(=O)N2CCOCC2)sc2ncnc(N3CCc4ccccc4C3)c12	13.1	0.4	-0.11	-1.01	-0.385	10.3	7.1%	5.3	i	1297	0.0251	1033	4.6	3.1	-1.3	-0.306	i	-2.1%

Screens as filed in PubChem BioAssay.
